Compound activity as filed in PubChem.
Dynein cargo inh: dynein cargo transport inhibition; 3617.4 mouse cells, GR-EGFP nuclear translocation imaging; test concentration mostly 20 µM; stimulated with dexamethasone, 1 µM; stronger effect = lower value; z-score, hits read low; hit rate 0.47% among 220,000; AID 1381;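 active means plate z-score of nuclear minus cytoplasmic receptor signal below a set negative limit, without overly bright fluorescence or cell loss, cut at about -3.5 in these data, passing the limit was not always enough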;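 further: z-score of nuclear minus cytoplasmic ring GR-EGFP intensity difference per well; some compounds called inactive have numbers as strong as hits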
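medium = tetracycline-free induction medium containing charcoal-stripped FBS | also added = 1.0 µM final dexamethasone stimulus | schedule = 48 h induction, 1 h compound, 30 min dex at 37 °C | technique = fixed, Hoechst-stained cells imaged at 10x for EGFP | measure = GR-EGFP nuclear translocation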
Yfh1-depleted yeast: enhancers of respiration in Yfh1-depleted yeast, dose response, Friedreich's ataxia, plus single-dose screen (AID 1465). S. cerevisiae Yfh1-off respiration, WST-1 reduction, 72 h; higher fold induction means a stronger effect. fold induction at 50 µM, or EC50 in µM where a hit was titrated. hit rate 0.074% among 220,000;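 active means fold induction of absorbance versus untreated yeast above a set limit, then at least 30% activation at any dose in follow-up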;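 further: activators that raise dye reduction in frataxin-depleted yeast; strong numbers were not always called active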
PMI inhibition: human PMI inhibitors, high substrate, primary screen, biochemical, fluorescence intensity, high mannose 6-phosphate (AID 1220); recombinant PMI enzyme, coupled fluorescence intensity; higher % means a stronger effect; hit rate 0.66% among 190,000; inhibition, % at 20 µM, or IC50 in µM where a hit was titrated
WT yeast gro inh: growth inhibition of WT yeast, mitochondrial fusion screen; mitochondrial fusion phenotypic screen, WT strain; hit rate 2.1% among 190,000; AID 1362; inhibition, % at 10 µM; in the data active means inhibition above about 58%; tested in S. cerevisiae
bCat nuc transl: modulators of beta-catenin nuclear translocation. HeLa beta-catenin nuclear translocation, immunofluorescence imaging. nuclear translocation activity, % at 5 µM. hit rate 0.3% among 190,000. AID 1665;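 active means nuclear translocation activity above 50% at 5 µM, with a well cell count of 50 or more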;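 further: per-cell ratio of nuclear to cytoplasmic median beta-catenin stain intensity; plate controls were DMSO negative control for no effect and GSK-3 inhibitor IX positive control for full effect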
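Test system: human HeLa cell line; Doses: 5 µM primary, 0.02–20 µM confirmation; Incubation: 24 h compound exposure, 37°C; Detection: beta-catenin immunofluorescence imaging with DAPI; Read-out: beta-catenin nuclear/cytoplasmic ratio, % activation.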
Ins promoter up: MIN6 insulin promoter up-regulation; MIN6 insulin promoter-GFP reporter, high-content imaging; stronger effect = higher value; z-score at 5 µM; hit rate 0.3% among 190,000; AID 1625;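 active means z-score above 3 at 5 µM with at least 500 cells counted in the well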
human PMI inhibition: MPI enzyme activity inhibition – biochemical, fluorescence intensity, coupled assay, primary screen (AID 1209). hit rate 0.42% among 190,000. purified PMI enzyme, coupled fluorescence intensity; higher % means a stronger effect. inhibition, % at 20 µM, or IC50 in µM where a hit was titrated;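 further: plate controls were DMSO vehicle for no effect and wells lacking substrate for full effect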
MT stabilizer: microtubule stabilization, imaging screen; % tubulin-high responders, % at 10 µM; HeLa tubulin immunostaining HCS, 24 h; share of cells brighter than vehicle mean+2SD; hit rate 0.83% among 200,000;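 active means plate Z-score above 3 for both tubulin-high and condensed-nucleus cell shares, with cell loss under 80%, at 10 µM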;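 further: anti alpha tubulin signal scored within the nucleus-defined area of each cell; some results filed as inactive read as strong as hits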
Autophagy HCS: alters autophagy in cells; AID 463193; calls only at 10 µM (by protocol); MEF GFP-LC3 puncta imaging; test concentration mostly 10 µM; hit rate 0.98% among 190,000;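 active means percentage of spot-positive cells more than 3 SD above its plate mean, without a fluorescence outlier flag or 80% toxicity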;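 further: spot-positive cell cutoff set from DMSO-treated cells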
WT yeast gro inh mutant strain: second read-out of WT yeast gro inh, no call of its own (marks repeat the call); inhibition, %; mitochondrial fusion phenotypic screen, mutant strain inhibition
Dynein cargo inh cytoplasmic EGFP: recorded beside Dynein cargo inh, whose call it bears; z-score; measured here: cytoplasmic GR-EGFP intensity; stronger effect = higher value
Dynein cargo inh nuclear GR-EGFP: further read-out of Dynein cargo inh, marked with its call; z-score; measured here: nuclear GR-EGFP intensity;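 lower value marks the stronger effect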
Dynein cargo inh cell count: second read-out of Dynein cargo inh, no call of its own (marks repeat the call); z-score; measured here: cell count per field
Ins promoter up cell count: also measured in Ins promoter up; calls as there; cell count; measured here: cytotoxicity, nuclei count;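 total cells summed across four imaged fields per well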
bCat nuc transl cell count 5 µM: second read-out of bCat nuc transl, no call of its own (marks repeat the call); cell count; measured here: cell count, cytotoxicity flag
MT stabilizer Hoechst-high %: second read-out of MT stabilizer, no call of its own (marks repeat the call); % Hoechst-high responders; measured here: nuclear condensation Hoechst responders;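 share of cells brighter than vehicle mean plus two SD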
MT stabilizer cytotoxicity %: further read-out of MT stabilizer, marked with its call; toxicity, %; measured here: cytotoxicity by cell density;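 0% = mean cell density of plate MIN control wells and 100% = no cells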
Autophagy HCS cell loss 18 h: second read-out of Autophagy HCS, no call of its own (marks repeat the call); toxicity, %; measured here: cell loss, nuclei count;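 cell loss after 18 h compound exposure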
The depositor's hits bear a star; i = inactive; . = no result given; + = active, no number. Unless noted, no stated cut-off is given here; in the data, active means inhibition above about 50%; inactive means the rest. Compounds were not picked by outcome, and some 5% of all compounds hit somewhere here.

Compound	Dynein cargo inh	Dynein cargo inh cytoplasmic EGFP	Dynein cargo inh nuclear GR-EGFP	Dynein cargo inh cell count	Yfh1-depleted yeast	PMI inhibition	WT yeast gro inh	WT yeast gro inh mutant strain	bCat nuc transl	bCat nuc transl cell count 5 µM	Ins promoter up	Ins promoter up cell count	human PMI inhibition	MT stabilizer	MT stabilizer Hoechst-high %	MT stabilizer cytotoxicity %	Autophagy HCS	Autophagy HCS cell loss 18 h
CC(C)(C)[Si](OCC[C@@H]1C[C@@]1(C)[C@@H](NP(=O)(c1ccccc1)c1ccccc1)c1ccccc1)(c1ccccc1)c1ccccc1	-0.877	-0.288	-0.131	0.728	i	4.0%	-4.6	-21.9	-0.6	481	0.46	1082	8.4%	34.8	5.7	33.6	i	28.4
O=C(C1CCN(S(=O)(=O)c2cnc[nH]2)CC1)N1CCN(Cc2ccc3c(c2)OCO3)CC1	0.942	-0.241	0.521	0.581	i	-4.7%	-3.7	1.2	0.1	914	1	1203	9.7%	4.0	2.2	2.1	i	-1.1
Cc1ccc(C(=O)COC(=O)c2cn3ccccc3n2)cc1	0.599	-0.289	-0.0646	0.0698	i	-5.5%	-8.9	-0.7	5.1	1020	-0.69	1140	-9.8%	6.5	1.3	9.7	i	3.1
COc1ccc(-n2c(=S)[nH]c3cc(C(=O)Nc4ccc(OC)c(OC)c4)ccc3c2=O)cc1	0.0104	-0.233	0.0553	0.656	i	-2.0%	-13.5	-11.4	0.3	1053	-0.28	1482	6.4%	3.9	1.9	8.2	i	13.9
Cc1cc(C)n(-c2ccc(Cl)c(C(=O)Nc3cc(C(F)(F)F)ccc3Cl)n2)n1	-0.105	-0.29	-0.0483	0.542	i	3.1%	3.1	-2.9	1.8	960	-0.34	1302	7.4%	4.4	4.0	5.7	i	-5.3
O=C(NCc1ccccn1)C(=O)Nc1nc(C23CC4CC(CC(C4)C2)C3)cs1	-0.708	-0.343	-0.399	1.33	i	18.8%	71.5*	-13.2*	-0.4	1015	-1.48	1467	24.6%	3.1	3.6	14.1	i	17.0
O=C(OCCCC(=O)N1CCOCC1)c1ccccc1	-0.379	-0.214	-0.0751	0.183	i	-0.6%	17.7	-4.7	2.8	1239	0.18	1027	-4.2%	2.9	1.0	6.1	i	-3.9
CCOC(=O)C1(CCc2ccccc2)CCN(Cc2cnc(N(C)C)s2)CC1	-0.972	-0.177	-0.239	0.903	i	8.0%	5.5	4.8	-2.5	950	.	.	17.9%	1.7	1.8	3.7	i	14.4
O=C(NCc1ccccn1)c1ccc(COc2ccc(Cl)cc2)o1	-0.95	-0.263	-0.249	-0.407	i	3.9%	10.0	7.0	-0.4	1063	0.67	1226	5.9%	3.9	1.1	36.0	i	-3.7
Cc1cccc(NS(=O)(=O)c2cccc3nonc23)c1	-1.32	-0.156	-0.803	-0.152	i	14.2%	8.1	-10.0	-1.1	1002	-0.06	1656	8.8%	3.9	2.5	1.5	i	30.0
COCCNC(=O)/C(C#N)=C/c1cn(CC(=O)NCc2ccco2)c2ccccc12	0.41	-0.298	0.616	-0.267	i	15.4%	1.7	-1.7	-1.6	990	0.33	1158	8.5%	5.1	1.4	30.4	i	7.2
COc1ccc(NC(=O)C(=O)NCCN2CCN(C(=O)c3cccs3)CC2)cc1	0.141	0.0986	0.165	0.944	i	-9.6%	-9.1	11.4	0.1	1222	0.28	1154	-6.6%	1.7	2.4	5.6	i	2.4
CC1CCN(C(=O)CN2C(=O)c3cccc4cccc(c34)C2=O)CC1	-0.435	-0.136	-0.164	-0.152	i	-1.2%	-12.5	-23.1	-4.0	1125	0.03	1247	0.7%	1.9	2.4	2.9	i	-5.5
Cc1nn(Cc2ccccc2Cl)c(C)c1NC(=O)CCCn1nc(C)c([N+](=O)[O-])c1C	-0.75	-0.211	-0.0611	1.1	i	33.1%	-15.9	2.6	-0.5	1352	-0.23	972	14.5%	2.9	1.2	4.1	i	-21.2
CCOC(=O)Cn1cc(C#N)c(=O)[nH]c1=O	0.251	-0.265	0.539	0.542	i	.	.	.	2.4	1332	-0.11	878	.	.	.	.	.	.
O=C(Nc1cccc(NC(=O)C2C3CC4OC(=O)C2C4C3)c1)c1ccccc1 (stereo unspecified)	-0.0116	-0.307	0.2	1.16	i	-1.8%	-5.0	-15.3	1.0	1012	0.01	1432	-1.7%	4.2	1.0	4.2	i	10.7
COc1cccc(C(=O)NC(=S)Nc2ccc([N+](=O)[O-])cc2C)c1	-0.0346	-0.21	0.00187	0.215	i	-2.9%	-0.4	4.8	-1.5	809	-0.48	1430	8.8%	1.6	1.0	2.0	i	2.9
COc1cccc(N/C(C)=C/C(=O)c2ccc(Br)cc2)c1	-0.195	0.144	0.985	-1.54	i	7.6%	65.0*	44.0*	-3.8	583	0.15	1342	3.6%	2.4	2.3	4.3	i	-55.4
COc1ccc(/C=C(/NC(=O)c2ccc(OC)cc2)C(=O)NCCc2c[nH]c3ccccc23)cc1	1.23	-0.253	0.319	-1.28	i	14.7%	-2.5	-27.0	-1.6	561	-0.55	1350	16.6%	4.8	1.7	9.3	i	3.7
Cc1noc(/C=C/c2ccco2)c1S(=O)(=O)N1CCC(C(=O)NCc2ccco2)CC1	0.0767	-0.0489	0.201	-0.0604	i	17.7%	-3.0	3.0	3.7	1360	-0.32	1372	13.7%	2.6	3.8	9.1	i	5.7
Cc1cccc2c(C(=O)Nn3cnnc3)cc(-c3ccccc3Cl)nc12	1.82	-0.231	1.71	-1.66	i	-20.4%	-1.8	1.2	0.0	1516	0.45	1461	-20.4%	5.4	1.7	6.6	i	7.8
CCNC(=O)COC(=O)COc1ccc(Cl)cc1C	0.105	-0.277	0.317	0.155	i	10.9%	-8.4	-7.9	-2.7	1063	-0.05	1327	8.2%	2.5	1.8	0.5	i	-6.2
COC(=O)c1ccc(CSc2ncnc3ccccc23)o1	-0.891	-0.234	-0.412	0.309	i	-4.2%	-2.3	-17.2	.	.	0.1	913	-7.6%	7.7	2.9	0.3	i	3.9
O=C(Nc1ccc(Cl)cc1)Nc1cc([N+](=O)[O-])ccc1F	-0.214	-0.184	-0.163	-1.27	i	-3.6%	10.4	-13.5	-2.2	541	-0.59	1052	-10.1%	3.3	1.9	4.3	i	14.6
CCOC(=O)c1cccc(NC(=O)CSc2nnnn2C)c1	-0.792	-0.29	-0.369	0.399	i	-4.1%	-5.9	23.9	-1.0	1404	0.65	1527	-7.4%	5.9	4.1	6.9	i	5.2
O=C(CCc1nnc(C2CCCCC2)o1)NCc1ccc(F)c(F)c1	-0.439	-0.235	-0.102	0.489	i	-9.5%	11.5	6.6	-2.1	1141	0.88	1399	-5.7%	1.4	1.5	0.9	i	13.0
CCN(CC)S(=O)(=O)c1cc([N+](=O)[O-])ccc1N=Nc1c(O)n(C)c2ccccc12	0.479	0.175	0.476	0.17	i	-12.6%	-5.6	-4.3	2.0	1082	-0.15	1349	0.0%	4.3	2.6	7.7	+	2.9*
CCOC(=O)CC(=O)CSc1nc(-c2cccnc2)cc(C)c1C#N	0.253	-0.329	0.245	0.849	i	7.8%	59.8*	4.5*	-0.3	1320	-0.34	1473	7.8%	3.1	2.2	6.2	i	7.9
Cc1ccc2nc(Nc3ccccc3O)nc(-c3ccccc3)c2c1	-0.39	-0.152	0.383	1.4	i	2.3%	0.7	12.8	-1.4	1352	-0.69	1630	5.5%	4.0	2.3	9.9	i	-22.0
Cc1cc(C(=O)Nc2ccccc2N2CCCCC2)no1	0.288	-0.257	0.0499	-0.508	i	.	.	.	-3.7	1109	-0.1	1376	.	.	.	.	.	.
CCC(=O)N(CC)c1nc(-c2cc(OC)ccc2OC)cs1	-0.429	-0.251	-0.143	0.226	i	6.1%	1.7	16.3	-0.1	1076	0.09	1172	10.3%	3.7	2.0	4.0	i	-8.1
COC(=O)c1ccc(OCC(=O)c2ccc(O)cc2O)cc1	0.902	-0.2	0.754	-0.537	i	14.4%	1.1	-2.1	-4.8	1002	0.02	1278	5.9%	4.9	2.0	6.0	i	-3.6
C=CCn1c(N2CCN(c3ccc(OC)cc3)CC2)nc2c1c(=O)n(C)c(=O)n2C	2.49	-0.0889	1.49	-1.49	i	5.9%	10.3	17.2	-1.7	1079	1.04	1279	1.8%	3.3	1.3	10.7	i	3.1
CCOc1ccc(CCNC(=O)Cc2nn[nH]n2)cc1OCC	-0.756	-0.231	0.0444	0.791	i	11.7%	-8.6	3.5	-0.4	1015	-0.49	1242	13.5%	5.1	2.5	4.9	i	4.8
COc1ccc2c(c1)c1ncn(CCN3CCNCC3)c(=O)c1n2C	0.00716	-0.0397	-0.139	0.226	i	13.7%	5.7	-48.1	-1.5	1089	.	.	16.9%	2.8	2.1	4.2	i	-0.7
Cc1c(Cl)cnc(NC(=O)COC(=O)c2ccc3c(c2)OCO3)c1Cl	1.5	-0.189	2.53	-1.61	i	34.5%	9.2	1.6	.	.	-0.02	1167	3.9%	2.9	2.0	8.0	i	-31.3
O=C(CNC(=O)c1ccc(Cl)cc1)NCC(F)(F)F	0.16	-0.327	-0.265	-0.132	i	-5.7%	-5.2	13.5	.	.	-0.26	1200	-7.7%	3.5	3.5	6.9	i	-13.7
S=C1NNC2(CC3CC2C2CCCC32)NN1 (stereo unspecified)	0.415	-0.272	0.287	0.0698	i	-3.8%	52.3	27.2	0.1	1080	-0.74	1261	2.1%	6.6	1.6	15.4	i	6.3
